LMPTP block – LMPTP phosphatase inhibitors, primary screen, biochemical, fluorescence intensity, uHTS; 360,000 compounds, 0.22% hits; inhibition, % at 20 µM; recombinant LMPTP-A, OMFP fluorogenic substrate; AID 651560, 2012; Low molecular weight phosphotyrosine protein phosphatase (Homo sapiens), P24666;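 active = compounds that cut the enzyme signal by at least half of the control window in the single-dose screen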;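 note: plate controls were DMSO wells with enzyme plus substrate for no effect and substrate without enzyme for full effect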
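test system = LMPTP-A | amount = 0.625 nM LMPTP-A final | reagent = fluorogenic phosphatase substrate OMFP at 400 µM final | incubation = 50 min at room temperature | benchmarks = no-enzyme low control, uninhibited high control | medium = Bis-Tris pH 6.0, DTT, detergent | signal = fluorescence intensity of OMFP turnover product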
NadD inh – inhibitors of S. aureus NadD, primary screen, biochemical, colorimetric, uHTS. Nicotinate-nucleotide adenylyltransferase NadD (Staphylococcus aureus N315). purified NadD enzyme, colorimetric absorbance read-out. inhibition, % at 20 µM. 360,000 compounds, 0.78% hits. AID 602399, 2012; in the data active = inhibition above about 26%; note: some compounds past the cut are filed as inactive
Scp-1 inhibitor – Scp-1 phosphatase inhibitors, primary screen, biochemical, colorimetric, uHTS; AID 493091, 2011; inhibition, % at 20 µM; Carboxy-terminal domain RNA polymerase II polypeptide A small phosphatase 1 (Homo …; Recombinant Scp1, phosphopeptide, malachite green phosphate absorbance; 340,000 compounds, 0.88% hits;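 active = inhibition above about 50% at 20 µM, limit read from the data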;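 note: plate controls were DMSO wells with enzyme for no effect and wells lacking enzyme for full effect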
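Test system: SCP-1 catalytic domain; Buffer or medium: Acidic Tris acetate buffer with magnesium and detergent; Also added: Phosphorylated 17-residue peptide substrate; Compound: single 20 µM dose, 1% DMSO; Schedule: enzyme reaction 45 min at room temperature, colour 5 min, stabilisation 30 min; Signal: Phosphate-binding colour reagent, absorbance read at 630 nm.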
SKN-1 inh – suppressors of acrylamide-induced Pgst-4::GFP reporter in worms, primary screen, SKN-1 inhibitor project, whole organism, uHTS, GFP/RFP fluorescence ratio, strain VP596; inhibition, % at 21.8 µM; C. elegans VP596 Pgst-4::GFP/RFP ratio, 24 h; AID 624304, 2012; 360,000 compounds, 0.49% hits;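 active = interference check ratio from 0.5 to 1.5 plus GFP to RFP signal ratio inhibition reaching or exceeding a fixed threshold, cut at about 30% in these data, passing the limit was not always enough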; note: some compounds called inactive have numbers as strong as hits
NRP1-CendR mod – modulators of CendR peptide binding to NRP-1, primary screen, biochemical, fluorescence polarization, uHTS | Neuropilin-1 (Homo sapiens), O14786 | FAM-RPARPAR peptide binding to NRP-1 | inhibition, % at 25 µM | 360,000 compounds, 0.85% hits;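 active = inhibition or corrected inhibition above about 18%, plus a signal ratio from 0.5 to 1.5, limit read from the data, passing the limit was not always enough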; note: strong numbers were not always called active
Rpn11 block – Rpn11 (PSMD14) deubiquitinase inhibitors, primary screen, biochemical, fluorescence polarization, uHTS; 26S proteasome non-ATPase regulatory subunit 14 (Homo sapiens), O00487; human 26S proteasome, Ub4-pepOG fluorescence polarization; 20S core pre-blocked with epoxomicin; calls only at 20 µM; 360,000 compounds, 0.59% hits; AID 588493, 2011;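 active = inhibition at 20 µM, scaled to each plate's controls, above about 33%, limit read from the data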
SUMO1-SIM PPI – modulators of SUMO1 protein-protein interactions, primary screen, biochemical, uHTS; Small ubiquitin-related modifier 1 (Homo sapiens), P63165; SUMO1 binding to a labelled peptide, TR-FRET, 1 h; inhibition, % at 20 µM; 360,000 compounds, 0.33% hits; in the data active = inhibition above about 37%
STEP inh – STEP phosphatase inhibitors, primary screen, biochemical, fluorescence intensity, uHTS | recombinant STEP, OMFP fluorogenic substrate | inhibition, % at 20 µM | 360,000 compounds, 0.25% hits | AID 588621, 2011;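 active = inhibition at 20 µM, scaled per plate between control wells, above about 37%, limit read from the data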;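 note: 0% = DMSO with enzyme and substrate and 100% = substrate only without enzyme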
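System: STEP phosphatase, cell-free reaction; Buffer or medium: Bis-Tris pH 6.0 buffer with DTT, detergent; Incubation: 20 min at room temperature, dark; Measured by: fluorescence, 480/540 nm.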
DNMT1 inh – human DNMT1 methyltransferase inhibitors, primary screen, biochemical, molecular beacon, fluorescence, HinP1I cleavage, uHTS; inhibition (reported as % activation of signal), % at 10 µM; 360,000 compounds, 0.83% hits; AID 588458, 2011; in the data active = inhibition above about 50%
Target sequence (P26358 504-1616 limits assumed): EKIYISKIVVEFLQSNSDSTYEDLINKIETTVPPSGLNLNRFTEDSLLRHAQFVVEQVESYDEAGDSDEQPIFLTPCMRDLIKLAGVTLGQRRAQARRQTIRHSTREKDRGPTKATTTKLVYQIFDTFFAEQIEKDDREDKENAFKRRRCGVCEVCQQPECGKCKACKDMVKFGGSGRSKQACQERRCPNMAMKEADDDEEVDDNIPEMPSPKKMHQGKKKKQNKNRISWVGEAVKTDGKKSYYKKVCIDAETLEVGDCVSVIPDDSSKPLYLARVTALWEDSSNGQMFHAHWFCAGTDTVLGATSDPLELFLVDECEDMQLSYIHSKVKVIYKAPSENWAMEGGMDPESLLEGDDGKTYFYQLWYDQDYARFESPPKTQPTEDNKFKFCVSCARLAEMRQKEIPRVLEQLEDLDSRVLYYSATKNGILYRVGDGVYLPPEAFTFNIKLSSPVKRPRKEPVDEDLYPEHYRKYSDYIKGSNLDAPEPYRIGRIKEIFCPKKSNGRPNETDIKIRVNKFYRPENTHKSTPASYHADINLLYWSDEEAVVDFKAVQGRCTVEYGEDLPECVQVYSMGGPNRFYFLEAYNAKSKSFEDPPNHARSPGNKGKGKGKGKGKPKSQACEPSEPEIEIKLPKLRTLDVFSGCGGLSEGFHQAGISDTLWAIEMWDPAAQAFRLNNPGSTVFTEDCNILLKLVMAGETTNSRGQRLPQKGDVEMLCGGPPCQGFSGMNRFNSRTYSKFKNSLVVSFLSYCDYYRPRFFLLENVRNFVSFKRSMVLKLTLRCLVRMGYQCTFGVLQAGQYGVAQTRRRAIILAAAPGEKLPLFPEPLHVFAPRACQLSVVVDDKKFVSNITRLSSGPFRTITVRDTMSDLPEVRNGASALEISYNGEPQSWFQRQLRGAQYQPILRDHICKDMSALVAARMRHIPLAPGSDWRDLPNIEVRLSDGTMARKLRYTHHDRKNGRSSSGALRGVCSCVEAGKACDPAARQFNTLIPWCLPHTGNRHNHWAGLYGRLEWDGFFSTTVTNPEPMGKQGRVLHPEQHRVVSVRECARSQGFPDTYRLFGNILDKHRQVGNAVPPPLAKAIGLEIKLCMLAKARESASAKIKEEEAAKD
MT1-MMP act inh – blockers of MT1-MMP proenzyme processing, primary screen, HT1080 RFP-PRO-GFP cells, GFP/RFP fluorescence | GFP/RFP ratio change, % at 20 µM | GFP/RFP ratio fluorescence, overnight; percent of plate control window, DMSO zero | 360,000 compounds, 0.061% hits | Matrix metalloproteinase-14 (Homo sapiens), P50281;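 active = GFP/RFP ratio change of at least 30% with cell ATP level not reduced by more than half and red fluorescence within 50% of control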; note: strong numbers were not always called active
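Assay system – RFP-PRO-GFP reporter HT1080 cells · Compound dosing – single dose of 20 µM compound, 1% DMSO final · Incubation – overnight compound exposure at 37 °C · Measure – GFP/RFP fluorescence ratio · Benchmarks – DMSO wells and RFP-L50D-GFP cells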
An asterisk follows results filed as active; i = inactive. Random draw from the library. About 3.9% of those tested had a hit in this group.

Abbreviations – A = LMPTP block; B = NadD inh; C = Scp-1 inhibitor; D = SKN-1 inh; E = NRP1-CendR mod; F = Rpn11 block; G = SUMO1-SIM PPI; H = STEP inh; I = DNMT1 inh; J = MT1-MMP act inh
#1 COc1ccc(-c2[nH]ncc2CN(C)Cc2cnccn2)c(OC)c1
  A = -2.0; B = -2; C = 2; D = -3; E = 2; F = i; G = -1; H = -2; I = 1; J = -5

#2 O=C1CCC(C(=O)N(c2ccccc2)C2(C(=O)NC3CCCCC3)CCCCC2)N1 (stereo not drawn)
  A = -1.2; B = 2; C = -4; D = 2; E = -2; F = i; G = 2; H = -3; I = 2; J = -4

#3 O=C(Cc1ccc(F)cc1)Nc1ccc(Cl)cn1
  A = 1.1; B = -2; C = -8; D = 25; E = 2; F = i; G = 4; H = -3; I = -2; J = -5

#4 Cc1ccc(OC(=O)CCS(=O)(=O)c2ccc(C)cc2)cc1
  A = 0.8; B = -5; C = 0; D = -27; E = -49; F = i; G = 4; H = -1; I = 1; J = 2

#5 CC(C)CNC(=O)c1ccc2c(c1)C(=O)N(C1CCCCC1)C2=O
  A = -0.1; B = -3; C = -2; D = -6; E = -7; F = i; G = -15; H = -2; I = 3; J = -11

#6 CCc1ccccc1NC(=O)CN(c1ccc(OC)cc1OC)S(=O)(=O)c1ccccc1[N+](=O)[O-]
  A = 2.6; B = -10; C = -6; D = 8; E = -1; F = i; G = -3; H = 2; I = -7; J = -3

#7 Cc1ccccc1S(=O)(=O)N1C[C@H]2CON(C)[C@H]2C[C@H]1c1cccc(-c2ccc(C#N)cc2)c1
  A = 2.7; B = 6; C = -4; D = 12; E = -9; F = i; G = 4; H = -2; I = 0; J = -6

#8 O=C1CN(C(=O)COc2ccc(Br)cc2Br)c2ccccc2N1
  A = -0.3; B = -9; C = -6; D = 5; E = 4; F = i; G = 3; H = -3; I = -1; J = -3

#9 COc1ccc(C)cc1NC(=O)CSc1ccc(Cl)cc1
  A = 0.0; B = -6; C = -18; D = -4; E = -2; F = i; G = -2; H = -1; I = 0; J = 0

#10 CCN1CCN(c2ccc(S(=O)(=O)N(CC)CC)cc2[N+](=O)[O-])CC1
  A = -1.2; B = -7; C = -8; D = 7; E = -6; F = i; G = -22; H = -4; I = 1; J = 4

#11 CC(C)CC1NC(=O)N(CC(=O)N2CCN(S(=O)(=O)c3ccc4ccccc4c3)CC2)C1=O (stereo not drawn)
  A = -0.1; B = 4; C = -2; D = -10; E = -4; F = i; G = -9; H = 0; I = -2; J = -1

#12 COc1cc2c(cc1OC)CN(Cc1cc(=O)n3c(-c4ccccc4)csc3n1)CC2
  A = 5.3; B = 8; C = 0; D = 2; E = -12; F = i; G = 3; H = 0; I = -29; J = -6

#13 CC(C)(C)NC(=O)C(c1ccc(F)cc1)N(Cc1ccco1)C(=O)Cn1nnc(-c2cccs2)n1 (stereo not drawn)
  A = -0.6; B = -6; C = -12; D = 8; E = 8; F = i; G = 0; H = -2; I = 1; J = 3

#14 CCOc1ccccc1NC(=O)CN(c1ccc(OC)cc1)S(=O)(=O)c1c(C)noc1C
  A = 1.6; B = -3; C = -9; D = -20; E = -9; F = i; G = 2; H = -1; I = -3; J = -3

#15 CC(C)COC(=O)c1ccc2c(c1O)C(=O)c1ccccc1C2=O
  A = 1.8; B = 16; C = -14; D = -6; E = 16; F = i; G = -30; H = 4; I = 5; J = -6

#16 CCOC(=O)C(NC(C)=O)(Nc1ccc(S(=O)(=O)Nc2nccs2)cc1)C(F)(F)F (stereo not drawn)
  A = -1.1; B = -3; C = 11; D = -3; E = 6; F = i; G = 4; H = 3; I = 1; J = 5

#17 COc1ccc(C(=O)NCCSCc2ccc(C)cc2)cc1
  A = -0.2; B = -8; C = -11; D = 12; E = -14; F = i; G = 0; H = -2; I = -4; J = 1

#18 Cc1ccc(C(=O)N2CCCC(Nc3ccc(F)cc3)C2)cc1C (stereo not drawn)
  A = 0.4; B = -3; C = 1; D = 14; E = 2; F = i; G = -5; H = 1; I = 0; J = 1

#19 COc1ccc(S(=O)(=O)N(C)C[C@H]2Oc3ccc(NS(=O)(=O)c4c(C)noc4C)cc3C(=O)N([C@H](C)CO)C[C@@H]2C)cc1
  A = -0.7; B = 0; C = 26; D = 0; E = -2; F = i; G = 0; H = 0; I = 0; J = -2

#20 C=CCn1c(SCC(=O)N2CCCC2)nc2scc(-c3cccs3)c2c1=O
  A = 2.2; B = -4; C = -1; D = 8; E = -8; F = i; G = -4; H = 1; I = 9; J = -10

#21 CC(C)(O)CN(C(=O)C(c1ccccc1)c1ccccc1)C1CCCCC1
  A = 0.4; B = -1; C = -5; D = -12; E = 6; F = i; G = 0; H = 3; I = -4; J = -11

#22 Cc1ccccc1N=Cc1c(O)n(-c2nccs2)c(=O)c2ccccc12
  A = 1.7; B = 3; C = -5; D = 6; E = -1; F = i; G = -11; H = 7; I = -12; J = -2

#23 Cc1nc(=O)c(-c2ccccc2)c(C)n1Cc1ccccc1
  A = -0.5; B = 1; C = -5; D = -1; E = -5; F = i; G = 3; H = 3; I = -2; J = -2

#24 C=CCNc1nc(Nc2ccc(OC)cc2OC)nc(OCC)n1
  A = 0.3; B = -6; C = -4; D = -12; E = -1; F = i; G = -1; H = -1; I = 2; J = 8

#25 CC(=O)COc1ccc2c(c1C)O/C(=C\c1ccco1)C2=O
  A = 1.1; B = -2; C = 2; D = 21; E = -6; F = i; G = -29; H = 2; I = 3; J = -3

Next section:
Abbreviations – A = LMPTP block; B = NadD inh; C = Scp-1 inhibitor; D = SKN-1 inh; E = NRP1-CendR mod; F = Rpn11 block; G = SUMO1-SIM PPI; H = STEP inh; I = DNMT1 inh; J = MT1-MMP act inh
#26 CCCc1cc(=O)[nH]c(SC/C=C/c2ccccc2)n1
  A = -0.4; B = 5; C = -10; D = 10; E = -17; F = i; G = 2; H = 0; I = 2; J = -3

#27 O=C(OCC1OC(Oc2ccc(O)cc2)C(O)C(O)C1O)c1ccccc1 (stereo not drawn)
  A = 0.0; B = -5; C = 1; D = 4; E = 8; F = i; G = 1; H = -4; I = -4; J = -1

#28 Cn1c(=O)c2c(nc(N/N=C/c3ccncc3)n2Cc2ccccc2)n(C)c1=O
  A = 5.9; B = -7; C = -1; D = -10; E = 2; F = i; G = -13; H = -2; I = 5; J = 2

#29 COc1ccc(N(C)C(=O)c2cc3c(s2)-c2ccc(Cl)cc2S(=O)(=O)C3)c(OC)c1
  A = 2.0; B = -2; C = -5; D = -5; E = -1; F = i; G = -16; H = 2; I = -6; J = 3

#30 Cc1ccc(C(=O)N2CCN(S(=O)(=O)c3sc(C(=O)O)c(C)c3C(=O)O)CC2)s1
  A = -1.1; B = 2; C = 17; D = 1; E = 8; F = i; G = 5; H = -2; I = 9; J = 6

#31 CN(C)c1ncc(S(=O)(=O)c2ccccc2)c(N)n1
  A = -1.8; B = -7; C = 23; D = 0; E = 9; F = i; G = 1; H = 0; I = 2; J = 2

#32 CSCCC(NC(=O)c1ccccc1Br)C(=O)NC(C)CCc1ccccc1 (stereo not drawn)
  A = 0.0; B = -6; C = -1; D = -20; E = 12; F = i; G = 1; H = -1; I = 2; J = -1

#33 O=C(N/C(=C/c1cccc([N+](=O)[O-])c1)C(=O)N1CCCC1)c1ccccc1
  A = 0.7; B = -12; C = -1; D = 10; E = 11; F = i; G = -17; H = 4; I = 0; J = -1

#34 CCc1nc2ccccc2c(C(=O)Oc2ccc(C(=O)OC)cc2)c1C
  A = -0.1; B = -2; C = 2; D = 1; E = 4; F = i; G = 4; H = -4; I = 0; J = 2

#35 CN(C(=O)COC(=O)c1cccc(S(=O)(=O)N(C)c2ccccc2)c1)C1CCCCC1
  A = 2.0; B = -5; C = -4; D = 13; E = 16; F = i; G = -2; H = 0; I = 2; J = 9

#36 COc1cc(C(=O)Oc2c(OC)cc(C(=S)N3CCOCC3)cc2OC)cc(OC)c1OC
  A = -1.8; B = -1; C = -4; D = 7; E = 3; F = i; G = 6; H = -1; I = -2; J = -3

#37 N#CC1(N2CCN(C(=O)c3ccccc3)CC2)CCCCC1
  A = 0.1; B = -7; C = -10; D = -1; E = -9; F = i; G = 1; H = 2; I = -1; J = 3

#38 Cc1ccc2c(c1)N(C(=O)CCC(=O)NCC(C)c1ccccc1)CC(C)O2 (stereo not drawn)
  A = -1.0; B = -7; C = -14; D = 6; E = 4; F = i; G = 0; H = 0; I = 0; J = 1

#39 Cc1ccnc(N/C=C/C(=O)c2ccc(Br)cc2)c1
  A = -0.3; B = -13; C = 0; D = -7; E = -7; F = i; G = 1; H = 1; I = 4; J = -2

#40 O=C(O)C1=NOC(CNc2ncc(C(F)(F)F)cc2Cl)C1 (stereo not drawn)
  A = -1.3; B = -4; C = -10; D = 0; E = 12; F = i; G = -1; H = -1; I = 4; J = -4

#41 Cc1c(OCC(=O)NCC(O)c2ccccc2)ccc2c(-c3ccccc3)cc(=O)oc12 (stereo not drawn)
  A = -1.6; B = -6; C = -1; D = -5; E = 7; F = i; G = 6; H = -3; I = -2; J = 2

Taken from above:
Result of O=C(OCC1OC(Oc2ccc(O)cc2)C(O)C(O)C1O)c1ccccc1 (stereo not drawn) in LMPTP block: 0.0
Result of CSCCC(NC(=O)c1ccccc1Br)C(=O)NC(C)CCc1ccccc1 (stereo not drawn) in NRP1-CendR mod: 12

Source: PubChem BioAssay
